Bioassay records deposited in PubChem BioAssay by National Center for Advancing Translational Sciences (NCATS).
Vif-APOBEC3G blk – inhibitors of Vif-APOBEC3G interaction | HeLa A3G-eYFP + Vif (tagged APOBEC3G with the HIV-1 protein that degrades it), YFP fluorescence, overnight | Q9HC16 | 0.076% of 410,000 active | Potency, µM (highest dose often 46.1 µM), for the others: at the highest dose activity, negative = active, usual class: inhibitors;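 further: on the % scale 0 is the no-effect control and ±100 the full control effect; nearly all actives have a fitted effect of over 60% in size; hits raise eYFP signal because A3G escapes Vif-driven loss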
Target sequence (Q9HC16 whole entry, looked up): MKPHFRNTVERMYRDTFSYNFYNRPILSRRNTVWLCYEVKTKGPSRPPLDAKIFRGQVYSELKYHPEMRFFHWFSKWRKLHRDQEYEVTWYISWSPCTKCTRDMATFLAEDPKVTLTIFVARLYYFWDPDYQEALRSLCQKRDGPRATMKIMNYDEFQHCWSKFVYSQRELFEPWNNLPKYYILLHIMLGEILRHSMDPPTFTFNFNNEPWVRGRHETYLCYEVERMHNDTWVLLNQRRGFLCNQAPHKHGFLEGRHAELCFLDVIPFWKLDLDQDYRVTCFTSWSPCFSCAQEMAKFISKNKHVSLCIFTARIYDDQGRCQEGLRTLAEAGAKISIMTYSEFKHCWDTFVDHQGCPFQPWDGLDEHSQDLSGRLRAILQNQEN
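HeLa cells stably expressing Vif and C-terminally eYFP-tagged A3G, seeded overnight at 37 deg C, then exposed to compound by pintool overnight at 37 deg C. Rise in yellow fluorescence (Ex 488/Em 500-530, Acumen) marks blocked Vif-driven A3G degradation.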
Glioma ERSR ind – ER stress response induction in glioma; U87-MG GRP78 promoter luciferase reporter, 16 h; Potency, µM, for the others: top-dose activation, actives largely listed as activators; 0.02% of 420,000 active; AID 602332; further: series mostly up to about 76 µM; % of control where 0% means no effect; nearly all actives have a fitted effect of over 35% in size
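ERSR induction read as luciferase luminescence (Bright-Glo, 10 min at room temperature) in stably transfected human U87-MG glioma cells exposed to compounds for 16 h, using GRP78 as sensor.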
Numbers without * were called inactive; ? = inconclusive; & = joins results of further samples. The call rests on the fitted dose curve; in most records, active means well fitted curve in the direction sought with a large enough effect; inconclusive means small, poorly fitted or top-dose-only effect, or another doubt; inactive means no such curve, though single readings can be large; an effect the other way counts as inactive or inconclusive. Potency means the concentration at half of the fitted maximal effect. An excerpt, so the mix of outcomes need not match the whole.

SMILES | Vif-APOBEC3G blk | Glioma ERSR ind
CC(C)(C)c1ccc(CC(=O)N2CCC2(C)C(=O)NS(=O)(=O)c2cccs2)cc1 (stereo unspecified) | 0% | -4%
CC1(C(=O)NCc2ccccn2)CCN1C(=O)Cc1ccc(Cl)cc1Cl (stereo unspecified) | 2% | 0%
CCCS(=O)(=O)NC(=O)C1(C)CCCN(C(=O)c2cc3ccccc3s2)C1 (stereo unspecified) | -4% | -2%
CC(Oc1ccccc1)C(=O)N[C@@H]1C(=O)N2C(C(=O)O)C(C)(C)S[C@H]12 (stereo partly specified) | 3% | -4%
Cc1noc(C)c1S(=O)(=O)NC(=O)C1(C)CCN1C(=O)C1(c2ccc(Cl)cc2)CC1 (stereo unspecified) | -4% | -1%
CCOC(=O)C1=CCN(S(=O)(=O)c2cccc(Cl)c2)C1c1ccc(F)cc1 (stereo unspecified) | -6% | -3%
COc1ccc(-c2noc([C@@H]3O[C@H](CO)[C@H](O)[C@H](O)[C@H]3O)n2)cc1OC | -2% | -2%
NC1(C(=O)O)CCCC1 | 3% | 7%&-5%
O=C(NCc1ccco1)c1ccc2sc([C@@H]3O[C@H](CO)[C@H](O)[C@H](O)[C@H]3O)nc2c1 | -2% | 0%
Clc1ccc(-c2cc3nc(NCc4cccc(Cl)c4)ccn3n2)cc1 | -2% | 1%

Reformatted with values under each structure: part of the list above
Order of results: Vif-APOBEC3G blk	Glioma ERSR ind
> CCOC(=O)C1=CCN(S(=O)(=O)c2cccc(Cl)c2)C1c1ccc(F)cc1 (stereo unspecified)
→ -6%	-3%
> O=C(NCc1ccco1)c1ccc2sc([C@@H]3O[C@H](CO)[C@H](O)[C@H](O)[C@H]3O)nc2c1
→ -2%	0%
> Clc1ccc(-c2cc3nc(NCc4cccc(Cl)c4)ccn3n2)cc1
→ -2%	1%
> CC(C)(C)c1ccc(CC(=O)N2CCC2(C)C(=O)NS(=O)(=O)c2cccs2)cc1 (stereo unspecified)
→ 0%	-4%
> CC(Oc1ccccc1)C(=O)N[C@@H]1C(=O)N2C(C(=O)O)C(C)(C)S[C@H]12 (stereo partly specified)
→ 3%	-4%

The results go on:
SMILES | Vif-APOBEC3G blk | Glioma ERSR ind
CC(C)Oc1ccc(CN2CCC2(C)C(=O)NCc2ccc(C(F)(F)F)cc2)cc1 (stereo unspecified) | 0% | -1%
CC(C)(C)c1ccc2cc(F)cc(F)c2n1 | -1% | -3%
CCCNC(=O)c1cc(C2CCCCN2C(=O)c2ccc(OC)cc2)on1 (stereo unspecified) | 0% | -6%
O=C(Nc1ccc(Cl)cc1)c1csc([C@@H]2O[C@H](CO)[C@H](O)[C@H](O)[C@H]2O)n1 | 0% | -1%
O=c1c2ccccc2sn1-c1ccc(Cl)c(S(=O)(=O)N2CCOCC2)c1 | 0% | -6%
CC(O)(c1cccc(F)c1)c1nc(-c2cccc(C(F)(F)F)c2)cs1 (stereo unspecified) | -9% | -8%
O=C1c2ccccc2C(=O)N1c1ccc2ncccc2c1 | 2% | 1%
COc1cccc(Cn2c3ccc(NC(=O)CC(C)C(F)(F)F)cc3c(=O)n2C)c1 (stereo unspecified) | 0% | 1%
O=C1Nc2ccccc2C(=O)N2c3ccccc3NC(=O)C12 (stereo unspecified) | -4% | -3%
CCN(CC)CCN1CCN(c2cncc(-c3ccc4ccccc4c3)n2)CC1 | ? | -6%
O=C(NCCc1ccccc1)Nc1nnc([C@H]2C[C@H](O)[C@@H](CO)O2)s1 | 0% | 0%
C=C1C=CS(=O)(=O)N(C(C)C(=O)OC)C1 (stereo unspecified) | 4% | -4%
CC(C)(C)C1CCC(NC(=O)c2cnn3c2NC(=C2CC2)C=C3C(F)F)CC1 (stereo unspecified) | 2% | -2%
CS(=O)(=O)Nc1cccc(NC(=O)C2Cc3c(-c4ccco4)ccnc3O2)c1 (stereo unspecified) | -6% | -3%
CN(C(=O)C1Cc2c(-c3ccccc3Oc3ccccc3)ccnc2O1)c1ccccc1 (stereo unspecified) | -7% | 1%
CCCNC(=O)C1(C)CCCN(C(=O)c2cccc(Cl)c2)C1 (stereo unspecified) | 2% | 0%
Cc1ccc(S(=O)(=O)N2C[C@H]3[C@H]4C(=O)N(C5CCCCC5)C(=O)[C@H]4CC(=O)[C@H]3[C@@H]2c2cccc3ccccc23)cc1 | -2% | -4%
CCC(=O)N1CCC1(C)C(=O)Nc1ccc2c(c1)OCO2 (stereo unspecified) | 3% | 1%
CC1(C(=O)N2CCCCC2)CCN1C(=O)c1ccccc1CCc1ccccc1 (stereo unspecified) | -1% | 0%
CCc1nc2c(OCc3cccc(Cl)c3)cccn2c1N(C)C(C)=O | 3% | -4%

Arranged by value in Glioma ERSR ind (low to high): 3 of the compounds above
molecule,Glioma ERSR ind
C=C1C=CS(=O)(=O)N(C(C)C(=O)OC)C1 (stereo unspecified),-4%
CS(=O)(=O)Nc1cccc(NC(=O)C2Cc3c(-c4ccco4)ccnc3O2)c1 (stereo unspecified),-3%
CCC(=O)N1CCC1(C)C(=O)Nc1ccc2c(c1)OCO2 (stereo unspecified),1%

(listing goes on)
SMILES | Vif-APOBEC3G blk | Glioma ERSR ind
COc1ccc(-c2cnc3c(NC(C)=O)cc(-c4cc(F)ccc4OC)cn23)cc1OC | ? | -3%
Cc1ccccc1C(c1ncccc1C)N(C)C(=O)C1CCN(CCOc2ccc(Cl)cc2Cl)CC1 (stereo unspecified) | 4% | -9%
O=C1C(=O)C(c2ccc(O)cc2O)Oc2cc(O)cc(O)c21 (stereo unspecified) | -1% | 3%
CCOC(=O)C1=CCC(c2cccn2C(=O)OC(C)(C)C)N(S(=O)(=O)c2ccc(C)cc2)C1 (stereo unspecified) | -6% | 0%
COc1ccc(C(O)c2nc(-c3ccccc3C)cs2)cc1 (stereo unspecified) | -6% | -3%
CCNC(=O)C1(C)CCCN(Cc2ccc(-n3ccnc3)cc2)C1 (stereo unspecified) | 1% | -1%
O=C(Nc1ccccc1)C1Cc2c(-c3ccc(Cl)cc3)ccnc2O1 (stereo unspecified) | 2% | -2%
C(=Nc1cnc2ccccc2c1)c1ccnc2ccccc12 | -2% | 3%
Cc1nc2c(OCc3ccc(OC(F)F)cc3)cccn2c1N(C)C(=O)CCC1CCCC1 | -13% | -7%
OC(c1ccc(F)c(F)c1)c1nc(-c2cccs2)cs1 (stereo unspecified) | -8% | -1%
COc1ccc(Cc2c(-c3ccc(F)cc3)nc3ccc(Cl)cn23)c(C)c1 | -12% | 6%
CC(=O)c1ccc(OC2(C)CCN(Cc3cc4ccccc4[nH]3)C2)cc1 (stereo unspecified) | -2% | -5%
CCOC(=O)C1(C)CCCCCN1C(=O)c1ccc(Cl)nc1 (stereo unspecified) | -5% | -1%
CCC1(C)CC(C#N)(C#N)C(=O)NC1=O (stereo unspecified) | 0% | -3%
OC[C@@H]1CN(Cc2cccs2)C[C@H](n2cnc3c(N4CCOCC4)ncnc32)O1 | 2% | 3%
COc1cc(CNc2ncnc3c2ncn3[C@H]2CN(Cc3ccc4c(c3)OCO4)C[C@@H](CO)O2)cc(OC)c1OC | -4% | -1%
CN(Cc1cnn(-c2ccc(F)cc2)c1)C(=O)[C@H]1O[C@@H](n2ccc(=O)[nH]c2=O)[C@H](O)[C@@H]1O | 3% | -3%
OC(c1cccc(F)c1)c1ncc(-c2ccc(C(F)(F)F)cc2)[nH]1 (stereo unspecified) | 1% | -2%
CCC1CC=CC2C1C(=O)N(Cc1ccccc1)C2c1cccc([N+](=O)[O-])c1 (stereo unspecified) | ? | ?
Cc1cccc(-c2cnc(C(O)c3ccc4ccccc4c3)[nH]2)c1 (stereo unspecified) | -3% | 1%
COc1ccc(C(=O)NCC(=O)OCC(=O)c2ccc3ccccc3c2)cc1 | 0% | -1%
C(=Nc1ccc2ccccc2n1)c1ccccn1 | 1% | -3%
CN(C)CCCNC(=O)c1ccc(-c2cc3nc(NCc4cccnc4)n(C)c(=O)c3s2)cc1 | -3% | -1%
Cn1c(=O)c2c(-c3ccccc3)n(-c3cccc(O)c3)cc2n(C)c1=O | -1% | -3%
Cc1c(C(=O)NCc2cccc(C(F)(F)F)c2)sc(=O)n1Cc1ccccc1F | -3% | -1%
COc1cccc(Nc2nc(C(N)CO)cs2)n1 (stereo unspecified) | 0% | -4%
COc1ncccc1-c1cc2nc(NCCNC(C)=O)n(C)c(=O)c2s1 | -2% | -3%
COc1ccccc1C(O)c1nccn1Cc1ccccc1 (stereo unspecified) | -1% | -4%
CCNC(=O)C1(C)CCN(Cc2ccc(C(=O)OCC)o2)C1 (stereo unspecified) | 2% | 2%
CCCC(=O)N1CCC1(C)C(=O)Nc1ccccn1 (stereo unspecified) | -1% | -2%
COc1cc(Cl)ccc1OC1(C)CCN(Cc2c(F)cccc2F)C1 (stereo unspecified) | -3% | -1%
O=S(=O)(Nc1ccc(C(O)(C(F)(F)F)C(F)(F)F)cc1)c1cccc2cccnc12 | -3% | -4%
COc1ccc(NC(=O)c2cc(-c3cc(Cl)ccc3OC)n[nH]2)c(OC)c1 | -5% | 1%
C[C@@H](NC(=O)[C@H]1O[C@@H](n2cnc3c(N)ncnc32)[C@H](O)[C@@H]1O)c1cccc2ccccc12 | -4% | -6%
Cc1ccnc2c([N+](=O)[O-])cccc12 | 0% | -1%
CC1(C(=O)Nc2ccc(F)cc2F)CCN1C(=O)Cc1ccccc1Cl (stereo unspecified) | 2% | -1%
C=CCN1[C@@H](C(C)C)COCCS1(=O)=O | 3% | -1%
COc1ccc(CN2CCC2(C)C(=O)Nc2ccc(OC)c(OC)c2)cc1 (stereo unspecified) | 2% | -3%
Cc1cc(Br)ccc1NC(=O)CCCOc1cc(=O)n(C)c2ccccc12 | -6% | -1%
c1ccc(-c2cc3nc(NCc4ccc5c(c4)OCO5)ccn3n2)cc1 | 0% | 3%
CC(O)(c1cccc(F)c1)c1nc(-c2cccc(F)c2)cs1 (stereo unspecified) | -12% | -1%
CCCS(=O)(=O)NC(=O)C1(C)CCCN(C(=O)c2ccc(SC(F)(F)F)cc2)C1 (stereo unspecified) | -3% | -1%
CC(=O)Nc1cc(-c2cccc(C(=O)N(C)C)c2)cn2c(-c3ccc(F)cc3)cnc12 | -19% | 1%
Cc1cccc(C2CC(c3ccccc3)=NN2c2ccc(S(N)(=O)=O)cc2)c1 (stereo unspecified) | -9% | 1%
CC1Cc2ccccc2C[N+]1(C)CC(=O)c1ccc(I)cc1 (stereo unspecified) | 2% | -5%
CC1(C(=O)NCc2ccc(C(F)(F)F)cc2)CCN1Cc1ccccc1OC(F)F (stereo unspecified) | 1% | -5%
Nc1ncnc2c1ncn2COC(CO)CO | 3% | -3%
CCOC(=O)N1CCN(/[N+]([O-])=N/Oc2ccc(C(F)(F)F)cc2[N+](=O)[O-])CC1 | 1% | 0%
CC(=O)Nc1ccc(-c2ccnc3c2CC(C(=O)Nc2ccccc2)O3)cc1 (stereo unspecified) | ? | 0%
COc1cccc(NC(=O)C2(C)CCN2C(=O)Cc2ccc(C(C)C)cc2)c1 (stereo unspecified) | 0% | -3%

Additional records
SMILES | Vif-APOBEC3G blk | Glioma ERSR ind
Cc1c(P(=S)(c2ccccc2)c2ccccc2)[n+]2ccccc2n1CCc1ccccc1 | -17% | -3%
CN(C)c1ccc(C=O)cc1 | 1% | -1%
Cc1ccccc1Cn1c(C)c(C(=O)N(C)Cc2ccc(F)cc2)sc1=O | 1% | -3%
CSc1ccc(CNC(=O)C2(C)CCCN(C(C)C)C2)cc1 (stereo unspecified) | -7% | -3%
Cc1ccc(CN2CC(N3CCN(CCO)CC3)CS2(=O)=O)cc1 (stereo unspecified) | -1% | -5%
O=C(NCC(F)(F)F)c1ccc2sc([C@H]3C[C@H](O)[C@@H](CO)O3)nc2c1 | 0% | -4%
Cc1csc(-c2ccc3cc(Cl)cc(Cl)c3n2)n1 | -18% | 2%
COCCCN1C(=O)C(CC(=O)NCCCN(C)C)CC(C(=O)N2CCOCC2)=C1C (stereo unspecified) | 0% | -4%
COC(=O)c1ccc(CNC(=O)CC[C@H]2O[C@@H](n3cc(C)c(=O)[nH]c3=O)C[C@@H]2O)cc1 | 3% | -3%
COC(=O)c1cnc(Nc2nc(C(N)Cc3ccc(OC)cc3)cs2)nc1C(F)(F)F (stereo unspecified) | -10% | -5%
CCc1nc2ccc(C(=O)Nc3cccc(OCC(=O)N(C)C)c3)cn2c1N(CCN(C)C)CC1CC1 | -3% | -2%
C=C(C(=O)O)c1ccc2ccccc2c1 | 5% | 1%
Cn1c(NCCc2ccncc2)nc2cc(-c3cccc(Cl)c3)sc2c1=O | 0% | 2%
COc1cc(F)ccc1-c1csc(C(NC(C)=O)c2ccccc2)n1 (stereo unspecified) | 0% | -1%
CCOC(=O)C(=O)N(C)c1c(CC)nc2c(OCCC3CCCCC3)cccn12 | 1% | -1%
CSc1ccc(CN2CCC(C)(Oc3ccc(CC#N)cc3)C2)cc1 (stereo unspecified) | 3% | -1%
CCCCNC(=O)C1(C)CCN1C(=O)c1cc(OC)ccc1Br (stereo unspecified) | 3% | -1%

Some of the entries above, set out differently.
CCOC(=O)C(=O)N(C)c1c(CC)nc2c(OCCC3CCCCC3)cccn12
  Vif-APOBEC3G blk: 1%; Glioma ERSR ind: -1%
CSc1ccc(CN2CCC(C)(Oc3ccc(CC#N)cc3)C2)cc1 (stereo unspecified)
  Vif-APOBEC3G blk: 3%; Glioma ERSR ind: -1%
